HSF-1 act – increases HSF-1 driven luciferase reporter signal | activation, % at 9 µM | NIH3T3-HGL HSF-1 luciferase reporter, MG132, 8 h; 100% = twice DMSO control signal | 300,000 compounds, 1.7% hits | AID 504408;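 active = mean replicate activation of at least 50% with a set share of replicates each reaching 50%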;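 note: 0% = median of the neutral control wells and 100% = twice that signal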
HSP90 refold inh – HSP90 refolding inhibition in rabbit reticulocyte lysate; 290,000 compounds, 0.91% hits; inhibition, % at 5.6 µM; luciferase refolding luminescence, 3 h;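 active = inhibition above the screen-wide mean plus 3 SD, computed separately per campaign, cut at about 16% in these data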;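 note: 0% = DMSO wells and 100% = 60 µM geldanamycin wells; inhibitors lower the luminescence because luciferase stays unfolded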
aSyn UTR inh – MLPCN primary screen, SNCA 5' untranslated region | alpha-synuclein 5'UTR reporter, inhibitor activity | inhibition, % (tested at 7.5 µM) | 300,000 compounds, 0.82% hits; in the data active = inhibition above about 60%;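 note: H4 neuroglioblastoma cells stably carrying SNCA 5'UTR luciferase fusion; 0% = DMSO wells and 100% = positive control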
Platelet DG rel – platelet dense granule release activity; human platelet-rich plasma, SFLLRN dense granule ATP release, luminescence; inhibition, %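 (compounds screened at 7.5 µM in platelet-rich plasma)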; 300,000 compounds, 0.22% hits; AID 1663;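 active = mean replicate score, as percent of positive control, at or above 50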
IEC-6 tox – IEC-6 cytotoxicity, counter-screen for KLF5 inhibitors. luminescence viability. AID 1825. 290,000 compounds, 0.78% hits. inhibition, % at 5 µM; in the data active = inhibition above about 22%;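 note: 0% = plate median of test compound wells and 100% = cytotoxic reference compound wells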
HSF1 inh – HSF1 inhibition. 300,000 compounds, 0.77% hits. activity change, negative = inhibition, % at 7.5 µM (by protocol). NIH3T3-HGL HSE-luciferase, MG132-induced, luminescence 8 h; hits give low values;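 active = more than half of replicate wells show activity change below -50%, luminescence cut by over half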;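 note: luciferase reports HSF-1 transcriptional activity via heat shock element; 0% = median of DMSO wells and -100% = zero luminescence signal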
GSK3beta inhib – inhibitors of human GSK3beta kinase. P49841. GST-GSK3beta kinase, ADP-Glo luminescence, 60 min; hits give low values. activity score (negative = inhibition), % at 10 µM. 300,000 compounds, 0.038% hits. AID 2097;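 active = more than half of replicate wells score below -50%, meaning over 50% inhibition versus plate controls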;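 note: 0% = median DMSO wells and -100% = median GW8510 positive control wells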
Target sequence (P49841 whole entry, looked up): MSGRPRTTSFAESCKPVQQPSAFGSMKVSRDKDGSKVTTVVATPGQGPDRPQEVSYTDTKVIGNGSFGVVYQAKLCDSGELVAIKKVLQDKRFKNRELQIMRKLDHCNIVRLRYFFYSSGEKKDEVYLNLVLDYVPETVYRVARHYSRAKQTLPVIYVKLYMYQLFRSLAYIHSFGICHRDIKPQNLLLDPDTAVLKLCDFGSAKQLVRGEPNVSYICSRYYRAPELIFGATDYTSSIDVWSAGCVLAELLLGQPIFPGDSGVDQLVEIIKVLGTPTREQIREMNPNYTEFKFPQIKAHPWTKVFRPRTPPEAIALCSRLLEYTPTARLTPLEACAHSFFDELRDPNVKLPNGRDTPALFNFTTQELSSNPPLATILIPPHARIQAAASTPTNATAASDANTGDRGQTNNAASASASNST
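Test system: GST-fused GSK3beta enzyme, cell-free | Quantity: 1.6 ng GST-GSK3beta enzyme per well | Reagent: 25 µM ATP with peptide substrate | Schedule: 60 min enzyme reaction, room temperature | Signal: Luminescent ADP-Glo measurement of ADP formed | Read-out basis: Score relative to plate controls | Control set: DMSO and 20 µM GW8510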
GSK3 alpha inh – blocks human GSK-3 alpha kinase. inhibition, % at 10 µM. ADP-Glo luminescence, 60 min. 320,000 compounds, 0.1% hits. P49840;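 in the data active = inhibition above about 50%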;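 note: GST-tagged GSK-3 alpha with peptide substrate and 25 µM ATP; 0% = DMSO neutral wells and 100% = GW8510 positive control wells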
Target sequence (P49840 whole entry, looked up): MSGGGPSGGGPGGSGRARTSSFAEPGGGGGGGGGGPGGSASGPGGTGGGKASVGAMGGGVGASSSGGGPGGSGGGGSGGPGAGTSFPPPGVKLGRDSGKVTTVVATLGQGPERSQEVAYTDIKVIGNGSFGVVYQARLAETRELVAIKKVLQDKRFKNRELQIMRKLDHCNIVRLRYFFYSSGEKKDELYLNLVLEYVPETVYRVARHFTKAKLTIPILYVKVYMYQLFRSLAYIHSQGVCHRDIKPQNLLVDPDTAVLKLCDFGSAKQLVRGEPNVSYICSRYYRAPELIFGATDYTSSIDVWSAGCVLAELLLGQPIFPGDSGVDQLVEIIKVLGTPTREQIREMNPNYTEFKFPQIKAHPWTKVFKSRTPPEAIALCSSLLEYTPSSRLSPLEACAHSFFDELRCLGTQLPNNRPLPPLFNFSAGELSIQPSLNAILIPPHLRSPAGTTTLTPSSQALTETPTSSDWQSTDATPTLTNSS
DYRK1A inh – Dyrk1A (rat) kinase inhibition; Q63470; ADP-Glo luminescence, NFATc1 peptide; inhibition, % at 12.5 µM; 310,000 compounds, 0.43% hits; in the data active = inhibition above about 50%;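 note: plate controls were vehicle with enzyme for no effect and no enzyme for full effect; many of its hits are not listed in these tables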
KLF5 inhibitor – inhibitors of KLF5 expression; inhibition, % at 5 µM; DLD-1 KLF5 promoter-luciferase reporter, luminescence; 290,000 compounds, 0.23% hits; AID 1700;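 active = inhibition above a per-plate limit of that plate's mean compound inhibition plus 3 SD, cut at about 60% in these data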;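 note: 0% = DMSO wells and 100% = LY294002 at 200 µM; higher means less KLF5 promoter-driven luciferase light; inactives centre near -14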
Starred values were filed as active, the others as inactive; x = not tested or not shown; & = joins results of further samples. A portion of the library (hit frequency here may not be typical).

SMILES	HSF-1 act	HSP90 refold inh	aSyn UTR inh	Platelet DG rel	IEC-6 tox	HSF1 inh	GSK3beta inhib	GSK3 alpha inh	DYRK1A inh	KLF5 inhibitor
CCCC1S/C(=N/N=C/c2ccc(C)cc2)N(Cc2ccc(OC)cc2)C1=O (stereo not drawn)	-2	-3	-2	-5	-6	-2	-1	2	3	-4
COc1ccc(CN2CCN(c3ccc(F)cc3)CC2)c(OC)c1OC	11	-1	14	10	2	-7	-1	-1	6	-18
CCC(=O)C1CCCN(C(=O)c2ccc(OC)c(OC3CCN(C(C)=O)CC3)c2)C1 (stereo not drawn)	1	0	-8	7	-4	-2	1	-4	6	-8
CN1CCN(C(=O)CCc2nnc3ccc(N4CCC5(CC4)OCCO5)nn23)CC1	5	-1	-1	10	2	-7	0	1	x	-9
Cc1ccc(C)c(NC(=S)N(C2CCCCC2)C(C)c2cccnc2)c1 (stereo not drawn)	-14	2	1	-2	1	-9	-1	-1	-7	9
COc1ccccc1CNC(=O)c1sccc1C	6	-2	-14	1	4	-12	-6	-2	3	-3
Cc1c(Cc2ccccc2)c(=O)oc2cc(OCC(=O)N3CCC(C(N)=O)CC3)ccc12	5	-3	22	-2	-2	-2	2	-1	7	-28
Oc1ccc(N=Nc2ccccc2-c2nn[nH]n2)c(O)c1	-47	-10	4	0	-6	-32	1	22	11	-54
COc1ccc(C(=O)NCc2c(C)oc(C)c2C(=O)O)cc1	-14	-3	19	0	-2	-4	0	-3	0	-15
CCOC(=O)N1CCN(c2c(N3CCN(c4ccc(OC)cc4)CC3)c(=O)c2=O)CC1	-29	2	11	28	-1	-15	-3	-5	-2	6
COc1cc(NC(=S)NCCc2c[nH]c3ccccc23)c(OC)cc1Cl	-2	5	-5	-12	-6	6	5	-1	-1	-6
CCN(CC)C(=O)c1ccc(Oc2ccc([N+](=O)[O-])cc2Cl)cc1	-14	3	16	0	2	-3	-5	0	-3	-22
Cc1cc(-c2nnc(SCC(=O)Nc3ccccc3Cl)n2C)no1	-2	0	-14	14	2	-1	2	-1	x	-12
O=C(CCN1CCN(c2ccccc2)CC1)N/N=C/c1ccc(O)c(O)c1O	4	1	8	5	-11	-2	-2	x	11	-9
CCOC(=O)c1nc2sc3c(c2c(=O)[nH]1)CCCC3	6	-4&2	2	60*	-2&-3	-3	0	1	2	-13&-17
CCc1cc(=O)oc2cc(OC(=O)CN3C(=O)NC4(CCCC4)C3=O)ccc12	34	0	3	-3	1	11	-1	11	26	-29
Cc1cc(C(=O)N2CCCC(N3CCN(c4ccc(F)cc4)CC3)C2)c(C)o1 (stereo not drawn)	3	-6	-6	-1	-5	1	9	-2	x	-20
O=C(CSCCc1ccccn1)Nc1ccccn1	11	2	7	-2	2	5	2	7	2	17
Cc1nonc1C(=O)N/N=C/c1cc2c(cc1Br)OCO2	19	5	-37	7	2	4	-3	8	25	-11
COc1c2c(cc3ccc(=O)oc13)CCO2	5	-5	15	-7	4	-3	0	7	x	-11
NC(=O)Cn1c(=O)oc2ccccc21	-2	1	-1	0	2	-12	-2	-1	-25	-1
CCn1cc(C(=O)N2CCN(c3ccc(OC)cc3)CC2)c(=O)c2cc(S(=O)(=O)N3CCCCC3)ccc21	-2	0	13	13	1	1	-2	9	4	-29
C/C(CC1(O)/C(=N/O)CCc2nonc21)=N\O (stereo not drawn)	13	3	-10	0	-1	-1	-2	x	3	-10
Cc1ccccc1C(=O)NNC(=O)c1cccc(Br)c1	8	-2	1	0	0	-1	1	-2	x	-30
Cc1c(NC(=O)c2ccc(S(=O)(=O)N(C)c3ccccc3)cc2)c(=O)n(-c2ccccc2)n1C	2	-1	-17	6	5	-1	3	0	-2	-35

Entries of single compounds, quoted from the list. Screens in order: HSF-1 act, HSP90 refold inh, aSyn UTR inh, Platelet DG rel, IEC-6 tox, HSF1 inh, GSK3beta inhib, GSK3 alpha inh, DYRK1A inh, KLF5 inhibitor
C/C(CC1(O)/C(=N/O)CCc2nonc21)=N\O (stereo not drawn) across the screens: 13, 3, -10, 0, -1, -1, -2, x, 3, -10
COc1ccccc1CNC(=O)c1sccc1C across the screens: 6, -2, -14, 1, 4, -12, -6, -2, 3, -3
Cc1c(NC(=O)c2ccc(S(=O)(=O)N(C)c3ccccc3)cc2)c(=O)n(-c2ccccc2)n1C across the screens: 2, -1, -17, 6, 5, -1, 3, 0, -2, -35
Cc1ccccc1C(=O)NNC(=O)c1cccc(Br)c1 across the screens: 8, -2, 1, 0, 0, -1, 1, -2, x, -30
NC(=O)Cn1c(=O)oc2ccccc21 across the screens: -2, 1, -1, 0, 2, -12, -2, -1, -25, -1

Remaining list, next part:
SMILES	HSF-1 act	HSP90 refold inh	aSyn UTR inh	Platelet DG rel	IEC-6 tox	HSF1 inh	GSK3beta inhib	GSK3 alpha inh	DYRK1A inh	KLF5 inhibitor
O=C(NC(=S)Nc1ccccc1)c1ccc(Br)o1	41	0	-287	-14	3	15	4	x	11	-36
Cc1cc(N2CCN(c3cccc(C(F)(F)F)c3)CC2)n2ncnc2n1	-4	-4	16	-4	-3	-5	1	-5	3	-25
C=CCc1cccc2cc(C(=O)N(C)C)c(=O)oc12	13	-2	14	11	5	8	2	-1	0	-2
Cc1ccc(NC(=O)Cn2c(CCC(=O)O)ccc2-c2cccs2)cc1Cl	23	-1	1	5	-8	15	5	-1	-3	4
Cc1ccc(C)c2nc3sc(C(=O)N4CCCc5ccccc54)c(N)c3cc12	10	0	9	-6	5	4	2	0	6	2
CC(=O)c1cccc(NC(=O)COC(=O)COc2ccccc2C)c1	10	2	26	-2	3	0	4	-5	-3	-11
O=C(NCc1ccc(Cl)cc1)c1ccc(N2CCCC2=O)cc1	14	3	-19	-3	-2	6	-10	-2	5	-38
CCC(OC(=O)c1ccco1)C(=O)NC1CCCC1 (stereo not drawn)	-15	-3	-2	-3	-5	-4	2	-5	-1	5
O=C1C2C(c3ccccc3)(C(=O)N1c1ccc(Cl)cc1)C2(c1ccccc1)c1ccccc1 (stereo not drawn)	-9	0	35	1	1	-5	0	-1	-1	-8
S=c1[nH]nc(Cc2noc3ccccc23)n1-c1ccccc1	-27	-2	31	-9	-1	-10	-3	-2	x	-13
Cc1ccc(/C=C/C(=O)Nc2nccs2)o1	62*	4	-157	20	1	33	0	-2	-6	-10
CCNc1nc2c(c(=O)n(C)c(=O)n2C)n1CCCc1ccccc1	-2	0	0	-3	3	-7	x	1	-4	-28
COc1ccccc1OCC(=O)N/N=C1/SCC(=O)N1Cc1ccccc1	3	-1	16	-7	-2	-4	1	-2	6	-3
O=C(CCNS(=O)(=O)c1ccc2[nH]c(=O)oc2c1)Nc1ccccc1	-4	3	-6	-11	1	-4	0	-2	5	-5
CCOc1cc(/C=N/NC(=O)CSc2nncn2C)ccc1OCC(N)=O	4	1	14	-13	8	-1	2	2	-3	-17
COc1ccc(CCC(C)Nc2ccc(F)cc2)cc1 (stereo not drawn)	2	-1	15	8	-1	4	1	-4	5	2
CC(C)CC1(C(=O)NCCN2CCOCC2)C=CCN1C(=O)c1ccccc1 (stereo not drawn)	18	0	8	1	-4	1	-3	-2	5	-16
COC(=O)Nc1ccc(OCc2ccccc2)cc1	42	0	-112	6	0	6	-4	-2	-5	-129
COc1ccc(Cn2c(=O)sc3ccccc32)cc1OC	-6	3	15	10	7	-5	2	-1	0	6
CC(C)OC(=O)c1cn(-c2ccccc2)nc1-c1ccco1	40	6	33	-2	-1	36	-2	0	-3	-11
O=C(/C=C/c1ccccc1[N+](=O)[O-])c1ccccc1Br	65*	6	-79	-1	6	43	1	-2	6	-46
CCOC(=O)c1c(S(=O)(=O)NCC(=O)Nc2ccc(F)cc2)c(C)n(C)c1C	35	-5	3	-9	3	6	3	0	1	-6
Cc1ccnc(NS(=O)(=O)c2ccc(NC(=O)c3ccccc3F)cc2)n1	10	-5	8	-4	-1	-1	6	1	10	-3
COCCNC(=O)c1ccccc1NC(=O)c1ccc(Cl)c(S(=O)(=O)Nc2ccc(C)cc2C)c1	2	-2	2	0	-7	6	0	-5	-3	-28
O=C(O)CCC(=O)N1CCN(c2ncccc2C(F)(F)F)CC1	30	2	17	-2	2	5	-3	-1	-2	-8

As entered above:
CC(C)CC1(C(=O)NCCN2CCOCC2)C=CCN1C(=O)c1ccccc1 (stereo not drawn) | GSK3beta inhib = -3
Cc1ccc(NC(=O)Cn2c(CCC(=O)O)ccc2-c2cccs2)cc1Cl | IEC-6 tox = -8
Cc1ccc(C)c2nc3sc(C(=O)N4CCCc5ccccc54)c(N)c3cc12 | IEC-6 tox = 5
CC(C)OC(=O)c1cn(-c2ccccc2)nc1-c1ccco1 | IEC-6 tox = -1
O=C(O)CCC(=O)N1CCN(c2ncccc2C(F)(F)F)CC1 | HSF-1 act = 30
O=C(NC(=S)Nc1ccccc1)c1ccc(Br)o1 | aSyn UTR inh = -287

New compounds follow
SMILES	HSF-1 act	HSP90 refold inh	aSyn UTR inh	Platelet DG rel	IEC-6 tox	HSF1 inh	GSK3beta inhib	GSK3 alpha inh	DYRK1A inh	KLF5 inhibitor
Cc1cc(C)n(Cc2ccc(NC(=O)c3c([N+](=O)[O-])c(C)nn3C)cc2)n1	1	-4	2	-4	2	0	-2	-2	4	-7
COc1ccccc1CNC(=O)C(=O)Nc1ccc(C(=O)N2CCC(C)CC2)cc1	2	-4	-4	0	-2	3	-3	-1	-1	-9
COc1ccc(CN(C(=O)c2snc(C(N)=O)c2N)C(C(=O)NC2CCCC2)c2ccco2)cc1 (stereo not drawn)	8	1	3	9	-3	-3	-2	-2	-3	-17
CCOc1ccc(NC2c3ccccc3C(=O)N2c2ccc(Cl)cn2)cc1 (stereo not drawn)	-35	-6	-45	1	2	-22	2	-1	6	-21
CCOC(=O)c1ccc(NC(=O)CC2Sc3ncnn3C2=O)cc1 (stereo not drawn)	4	5	-7	1	-2	-5	0	9	-5	-37
COc1ccc(/C=N/Nc2ccccn2)c(OC)c1OC	33	-1	-92	-7	4	5	8	0	x	-39
COc1cc(/C=N\NC(=O)OC(C)(C)C)ccc1OC(=O)c1ccco1	-3	1	-22	4	-2	3	2	0	-1	-31
COc1ccc(OC)c(C(=O)c2coc3cc(Br)c(O)c(Br)c23)c1	13	x	15	10	x	3	6	1	-6	x

Screens: PubChem BioAssay, several laboratories
